HEK293 tox = cytotoxicity in counter-screen for GLP-1R inverse agonists. HEK293 cAMP-luciferase reporter cells, luminescence, 24 h. Potency, µM (doses to about 38.3 µM), for the others: at the highest dose activity change, negative = inhibition, hits mostly inhibitors. 410,000 tested, 0.13% active. AID 624418;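 note: loss of luciferase light is scored as toxicity; potency is the fitted concentration of half-maximal effect; % is set by controls: 0 for no effect and ±100 for the full control effect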
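Seeding density was 200 cells/uL; after overnight-length (12 h) culture, 23 nL compounds went on for 24 h at 37 °C. Readout used a luciferase detection reagent, luminescence taken after 12 min at room temperature.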
GLP-1R inv ag = GLP-1 receptor (human) inverse agonism. P43220. HEK293 GLP-1R CRE-luciferase, luminescence, 24 h; GLP-1R form is constitutively active. Potency, µM (titrated, usually from 38.3 µM), without a hit: at the highest dose activity change, negative = inhibition, hits mostly inhibitors. 410,000 tested, 1.6% active. AID 624417; note: potency is the fitted concentration of half-maximal effect; % is set by controls: 0 for no effect and ±100 for the full control effect; nearly all actives have a fitted effect of over 55% in size
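HEK293 cells stably co-expressing constitutively active GLP-1R and a cAMP-responsive luciferase reporter were seeded in DMEM with 10% Nu serum, given compounds after 12 h, and incubated 24 h at 37 deg C. Luminescence was then read.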
IL-2 act = activates IL-2 in a cell-based reporter assay; IL-2 activation reporter assay, cell-based qHTS; stimulated with anti-CD3/CD4/CD28 beads; in transgenic mouse T cells; activation, % (series mostly up to about 46 µM); 360,000 tested, 0.065% active; AID 652025; in the data active = activation above about 50%; inconclusive = mostly about 30% to 49%; note: 0% is about no effect
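Readout is EGFP and DsRed signal by fluorescent plate cytometry after 18 h at 37 degrees C. Transgenic mouse T cells (750/well) received compound for 60 min before bead stimulation (anti-CD3, anti-CD4, anti-CD28); memory T cells served as non-tolerant control.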
GLP1R ag = activates the human GLP-1 receptor; P43220; Potency, µM (titrated, usually from 45.6 µM), for the others: at the highest dose activation, usual class: activators; HEK293 GLP-1R CRE-luciferase, luminescence, 4-6 h; cells express a hypersensitive GLP-1R form; 380,000 tested, 0.007% active; AID 624172; note: potency is the fitted concentration of half-maximal effect; % of control where 0% means no effect
EPAC1 ag = agonists of human EPAC1. EPAC1 agonist qHTS, biochemical assay; response scale: 100% = response to 6.5 mM cAMP. 360,000 tested, 0.073% active. Potency, µM (series often up to 154 µM), for the others: at the highest dose activation, hits mostly activators. O95398; note: potency is the fitted concentration of half-maximal effect; nearly all actives have a fitted effect of over 60% in size
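Multi-concentration qHTS readout: loss of Rap1B-bound BODIPY-GDP fluorescence driven by 100 nM EPAC1 with excess GDP (50 uM), monitored kinetically at room temperature; agonist response expressed relative to 6.5 mM cAMP.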
PI5P4Ka inh = PI5P4K alpha (human) kinase inhibition | PI5P4Kalpha enzyme, ADP-Glo luminescence, 60 min; active compounds read low | max response, % | 330,000 tested, 1.2% active | AID 652105; active = max response of -50% or lower; inconclusive = between -30% and -50%; inactive = -30% or higher; note: value at the top dose of about 77 µM; % is set by controls: 0 for no effect and ±100 for the full control effect
Target sequence (P48426 whole entry, looked up): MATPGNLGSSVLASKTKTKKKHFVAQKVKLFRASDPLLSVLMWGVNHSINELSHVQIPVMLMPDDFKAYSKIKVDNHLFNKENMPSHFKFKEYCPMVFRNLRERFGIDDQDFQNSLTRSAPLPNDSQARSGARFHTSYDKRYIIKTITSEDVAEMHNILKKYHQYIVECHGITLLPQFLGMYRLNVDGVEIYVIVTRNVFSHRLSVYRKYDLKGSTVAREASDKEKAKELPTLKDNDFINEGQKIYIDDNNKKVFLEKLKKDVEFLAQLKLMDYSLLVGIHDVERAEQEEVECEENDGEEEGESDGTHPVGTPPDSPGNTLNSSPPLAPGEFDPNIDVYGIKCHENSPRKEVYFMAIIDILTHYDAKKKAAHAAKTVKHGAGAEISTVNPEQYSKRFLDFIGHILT
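Compounds were pin-transferred onto PI5P4Kalpha and substrate in HEPES pH 7.4 buffer with EGTA, CHAPS and 5% DMSO. ATP (5 microM final) started the reaction, which ran 60 minutes at room temperature before ADP-Glo detection.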
PLK1 PBD block = blocks phosphopeptide binding to human PLK1 polo-box domain; Plk1 PBD binding of FITC phosphopeptide, fluorescence polarization; P53350; AID 720504; Potency, µM, without a hit: max response, negative = inhibition, hits mostly inhibitors; 360,000 tested, 2.8% active; note: potency is the fitted concentration of half-maximal effect; series mostly up to about 57 µM; % is set by controls: 0 for no effect and ±100 for the full control effect; nearly all actives have a fitted effect of over 65% in size
Target sequence (P53350 whole entry, looked up, the tested form may be a part): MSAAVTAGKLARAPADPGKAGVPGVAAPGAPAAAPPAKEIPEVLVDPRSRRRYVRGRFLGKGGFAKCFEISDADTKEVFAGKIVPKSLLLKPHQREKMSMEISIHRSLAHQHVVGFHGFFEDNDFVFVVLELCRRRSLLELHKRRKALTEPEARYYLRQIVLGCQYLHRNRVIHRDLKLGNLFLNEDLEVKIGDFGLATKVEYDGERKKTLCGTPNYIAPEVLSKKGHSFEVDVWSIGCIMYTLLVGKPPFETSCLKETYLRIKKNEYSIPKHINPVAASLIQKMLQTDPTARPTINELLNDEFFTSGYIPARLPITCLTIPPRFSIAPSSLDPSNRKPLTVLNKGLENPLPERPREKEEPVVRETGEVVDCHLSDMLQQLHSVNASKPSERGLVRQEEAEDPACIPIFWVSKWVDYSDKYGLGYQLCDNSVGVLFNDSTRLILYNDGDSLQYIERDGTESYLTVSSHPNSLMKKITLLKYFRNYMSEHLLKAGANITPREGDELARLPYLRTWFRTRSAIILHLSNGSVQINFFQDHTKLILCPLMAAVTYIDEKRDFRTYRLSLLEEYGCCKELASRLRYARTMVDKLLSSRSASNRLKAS
EPAC1 antag = antagonists of human EPAC1; Potency, µM (highest dose often 115 µM), inactives show top-dose activity change, negative = inhibition, actives largely listed as inhibitors; AID 720709; 360,000 tested, 0.14% active; EPAC1 GEF assay, Rap1b-BODIPY-GDP exchange fluorescence; O95398;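 note: potency is the fitted concentration of half-maximal effect; plate controls were vehicle for no effect and positive control for full effect; nearly all actives have a fitted effect of over 50% in size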
PTHR1 ag = activates the human parathyroid hormone receptor PTHR1. AID 743266. Potency, µM (top dose mostly 115 µM), for inactives: at the top dose activation, actives largely listed as activators. 410,000 tested, 0.075% active. HEK293 GP2 PTHR1 cells, GloSensor cAMP luminescence, 1 h. Q03431; note: potency is the fitted concentration of half-maximal effect; nearly all actives have a fitted effect of over 55% in size; some results filed as inactive show a strong effect at the top dose; inactives centre near -15; many of its hits are not listed in these tables
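HEK-293-derived GP2 cells expressing PTHR1 and a GloSensor cAMP reporter, 3,000/well, plated overnight, given luciferin plus IBMX (each 0.5 mM as added) for 1 h at 37 °C, then compound for 1 h at 37 °C. Luminescence was read after 15 min at room temperature.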
The depositor's hits bear a star; [ ] = another dose, or the depositor's remark. Unless noted, calls come from the whole dose curve; as a rule, active = well fitted curve in the direction sought with a large enough effect; inconclusive = small, poorly fitted or top-dose-only effect, or another doubt; inactive = no such curve, though single readings can be large; an effect the other way counts as inactive or inconclusive. Only part of the results is shown; rates above refer to the full screens.

Screening CC1=C(C(=O)N(C(C)C)C(C)C)CC(CC(=O)NC2CCCC2)C(=O)N1Cc1ccc(F)cc1 (stereo not given) returned HEK293 tox 3%, GLP-1R inv ag 16%, IL-2 act 1.5, GLP1R ag -3%, EPAC1 ag -3%, PI5P4Ka inh 12, PLK1 PBD block -6%, EPAC1 antag -2% and PTHR1 ag inactive.
COc1ccc(-c2csc(NC(=O)Cc3ccccc3F)n2)c(OC)c1 was read as HEK293 tox 4%, GLP-1R inv ag inconclusive, IL-2 act -0.4, GLP1R ag 13%, EPAC1 ag 0%, PI5P4Ka inh 1, PLK1 PBD block -1%, EPAC1 antag -15% and PTHR1 ag -13%.
CCOC(=O)N1CCN(C(=O)COC(=O)C2CCN(S(=O)(=O)c3ccc(C)c(C)c3)CC2)CC1 was read as HEK293 tox 9%, GLP-1R inv ag 8%, IL-2 act 4.0, GLP1R ag -4%, EPAC1 ag 1%, PI5P4Ka inh 9, PLK1 PBD block 2%, EPAC1 antag -12% and PTHR1 ag inactive.
Screening COc1ccc(/C=C2\SC(=S)N(CCC(=O)NC3CCCC3)C2=O)cc1OC returned HEK293 tox 0%, GLP-1R inv ag 17%, IL-2 act 6.9, GLP1R ag 10%, EPAC1 ag 13%, PI5P4Ka inh 0, PLK1 PBD block -6%, EPAC1 antag -12% and PTHR1 ag inactive.
`Cc1cccc(C)c1NC(=O)N1C(C(=O)O)CSC1C(=O)O` (stereo not given) gave HEK293 tox -8%, GLP-1R inv ag 0%, IL-2 act -0.6, GLP1R ag -11%, EPAC1 ag 0%, PLK1 PBD block -6%, EPAC1 antag 14% and PTHR1 ag -15%.
COc1cc(NC(=O)c2ccccc2)c(OC)cc1NC(=O)Cc1ccc(F)cc1 was read as HEK293 tox -25%, GLP-1R inv ag -31%, IL-2 act -0.1, GLP1R ag 3%, EPAC1 ag 4%, PI5P4Ka inh 5, PLK1 PBD block 0%, EPAC1 antag 2% and PTHR1 ag inactive.
Screening Cc1ccc2c(c1)NC(=O)[C@@]1(C)[C@@H](c3ccccc3)[C@H]3COc4ccccc4[C@@H]3N1C2=O returned HEK293 tox 7%, GLP-1R inv ag inconclusive, IL-2 act -1.7, GLP1R ag -2%, EPAC1 ag -15%, PI5P4Ka inh -3, PLK1 PBD block 8%, EPAC1 antag 4% and PTHR1 ag -15%.
COc1ccc(N2CCN(S(=O)(=O)CCNC(=O)C3CC3)CC2)cc1 was read as HEK293 tox 4%, GLP-1R inv ag 7%, IL-2 act 0.6, GLP1R ag 2%, EPAC1 ag 1%, PI5P4Ka inh 2, PLK1 PBD block 1%, EPAC1 antag -8% and PTHR1 ag inactive.
`COc1ccc(S(=O)(=O)NNC(=O)Cc2csc(C)n2)cc1[N+](=O)[O-]` gave HEK293 tox -8%, GLP-1R inv ag 5%, IL-2 act 0.5, GLP1R ag 1%, EPAC1 ag 5%, PI5P4Ka inh inconclusive, PLK1 PBD block -10%, EPAC1 antag -6% and PTHR1 ag 13%.
COC(=O)Nc1ccc(S(=O)(=O)N2CCCCC2)cc1 was read as HEK293 tox -13%, GLP-1R inv ag 0%, IL-2 act 3.7, GLP1R ag -12%, EPAC1 ag 0%, PLK1 PBD block -6%, EPAC1 antag 8% and PTHR1 ag inactive.
Screening O=C(Nc1ccccc1Cl)Oc1ccc(Cl)cc1Cl returned HEK293 tox -24%, GLP-1R inv ag -18%, IL-2 act -2.9, GLP1R ag 10%, EPAC1 ag 10%, PI5P4Ka inh -3, PLK1 PBD block 3%, EPAC1 antag 2% and PTHR1 ag -24%.
For CC1CCC(=NNS(=O)(=O)c2ccc([N+](=O)[O-])cc2)CC1 (stereo not given) the results were HEK293 tox 2%, GLP-1R inv ag 3%, IL-2 act 0.4, GLP1R ag -1%, EPAC1 ag 8%, PI5P4Ka inh -2, PLK1 PBD block -13%, EPAC1 antag 4% and PTHR1 ag inactive.
`Cc1ccc(-c2nnc(SCc3ccccc3C)o2)cc1` gave HEK293 tox -3%, GLP-1R inv ag -10%, GLP1R ag 5% and PTHR1 ag inactive.
Cc1ccc(S(=O)(=O)N(C)C)cc1NC(=S)NNC(=O)C(N)=O was read as HEK293 tox -12%, GLP-1R inv ag 8%, IL-2 act 0.0, GLP1R ag 0%, EPAC1 ag -8%, PI5P4Ka inh -1, PLK1 PBD block -3%, EPAC1 antag 2% and PTHR1 ag inactive.
CC(C)NC(=O)c1onc(CSc2ccc(F)cc2)c1C(=O)O was read as HEK293 tox 6%, GLP-1R inv ag -12%, IL-2 act 2.5, GLP1R ag -5%, EPAC1 ag -17%, PI5P4Ka inh -4, PLK1 PBD block -6%, EPAC1 antag -12% and PTHR1 ag -3%.
S=C(NCc1ccccc1)NCc1ccccc1 was read as HEK293 tox 1%, GLP-1R inv ag -5%, IL-2 act -0.9, GLP1R ag -3%, EPAC1 ag 2%, PLK1 PBD block 0%, EPAC1 antag 7% and PTHR1 ag -10%.
O=C(O)C1C(=O)NCC1c1ccccc1 (stereo not given) was read as HEK293 tox 2%, GLP-1R inv ag 27%, IL-2 act -0.2, GLP1R ag -1%, EPAC1 ag 4%, PI5P4Ka inh 1, PLK1 PBD block -13%, EPAC1 antag -4% and PTHR1 ag inactive.
Screening Cc1cc2c(nn1)CCc1nonc1-2 returned HEK293 tox 2%, GLP-1R inv ag 15%, IL-2 act 1.3, GLP1R ag -5%, EPAC1 ag 0%, PLK1 PBD block -1%, EPAC1 antag -11% and PTHR1 ag -16%[57.5 µM].
For O=C(COC(=O)c1cccc(F)c1)NCCC1=CCCCC1 the results were HEK293 tox 2%, GLP-1R inv ag -6%, IL-2 act 0.4, GLP1R ag 13%, EPAC1 ag -2%, PI5P4Ka inh 3, PLK1 PBD block -5%, EPAC1 antag -6% and PTHR1 ag -13%.
For N/C(=N\c1nc(CSc2ccccn2)cc(=O)[nH]1)Nc1ccc(Cl)cc1Cl the results were HEK293 tox 5%, GLP-1R inv ag 22%, IL-2 act -3.0, GLP1R ag 4%, EPAC1 ag 9%, PI5P4Ka inh -1, PLK1 PBD block -1%, EPAC1 antag 8% and PTHR1 ag -11%.

Copied from the results shown for reference:
Screening CC1=C(C(=O)N(C(C)C)C(C)C)CC(CC(=O)NC2CCCC2)C(=O)N1Cc1ccc(F)cc1 (stereo not given) returned HEK293 tox 3%, GLP-1R inv ag 16%, IL-2 act 1.5, GLP1R ag -3%, EPAC1 ag -3%, PI5P4Ka inh 12, PLK1 PBD block -6%, EPAC1 antag -2% and PTHR1 ag inactive.
COc1ccc(-c2csc(NC(=O)Cc3ccccc3F)n2)c(OC)c1 was read as HEK293 tox 4%, GLP-1R inv ag inconclusive, IL-2 act -0.4, GLP1R ag 13%, EPAC1 ag 0%, PI5P4Ka inh 1, PLK1 PBD block -1%, EPAC1 antag -15% and PTHR1 ag -13%.

The list goes on.
For Nc1ccc2oc3ccccc3c2c1 the results were HEK293 tox 10%, GLP-1R inv ag 10%, IL-2 act -0.7, GLP1R ag -3%, EPAC1 ag -15%, PI5P4Ka inh 1, PLK1 PBD block -4%, EPAC1 antag -9% and PTHR1 ag 0%.
`O=C(Cn1ncc2ccsc2c1=O)N1CCN(c2ccccc2)CC1` gave HEK293 tox -1%, GLP-1R inv ag -6%, GLP1R ag -1% and PTHR1 ag -4%.
Screening CC(=O)c1cc(C(c2csc(C(C)=O)c2)c2csc(C(C)=O)c2)cs1 returned HEK293 tox -18%, GLP-1R inv ag 0%, IL-2 act -1.0, GLP1R ag -4%, EPAC1 ag 1%, PI5P4Ka inh 13, PLK1 PBD block -5%, EPAC1 antag 0% and PTHR1 ag inactive.
For C[C@]12CCC3C(CC=C4C[C@@H](O)CC[C@@]43C)C1CCC2[C@]1(C)CCC(=O)O1 (stereo not given in full) the results were HEK293 tox 10%, GLP-1R inv ag 19%, IL-2 act 2.3, GLP1R ag 0%, EPAC1 ag 27%, PI5P4Ka inh 2, PLK1 PBD block -3%, EPAC1 antag inconclusive and PTHR1 ag inactive.
`Cc1c(C(=O)Nc2cccnc2Cl)oc2ccccc12` gave HEK293 tox -16%, GLP-1R inv ag 0%, IL-2 act 6.2, GLP1R ag 16%, EPAC1 ag -11%, PI5P4Ka inh 2, PLK1 PBD block 3%, EPAC1 antag -23% and PTHR1 ag -5%.
O=C(Cn1ncc2c(=O)oc3ccccc3c21)N1CCN(C(=O)c2ccco2)CC1 was read as HEK293 tox 2%, GLP-1R inv ag 5%, IL-2 act -3.0, GLP1R ag -6%, EPAC1 ag 2%, PI5P4Ka inh 0, PLK1 PBD block -9%, EPAC1 antag 2% and PTHR1 ag inactive.
COc1ccc(CC(=O)Nc2ccc(S(=O)(=O)N3CCCCC3)cc2)cc1OC was read as HEK293 tox 4%, GLP-1R inv ag -5%, IL-2 act -0.8, GLP1R ag -6%, EPAC1 ag 2%, PI5P4Ka inh 2, PLK1 PBD block -18%, EPAC1 antag -32% and PTHR1 ag inactive.
NCc1ccccc1 was read as HEK293 tox 2%, GLP-1R inv ag 2%, IL-2 act -0.4, GLP1R ag 5%, EPAC1 ag 6%, PI5P4Ka inh 2, PLK1 PBD block -1%, EPAC1 antag -6% and PTHR1 ag -26%.
For C[C@H](CO)N1C[C@H](C)[C@@H](CN(C)Cc2ccc3c(c2)OCCN3C)OCc2cnnn2CCCC1=O the results were HEK293 tox 3%, GLP-1R inv ag 21%, IL-2 act 0.3, GLP1R ag -5%, EPAC1 ag -27%, PI5P4Ka inh -7, PLK1 PBD block -6%, EPAC1 antag -13% and PTHR1 ag -3%.
`CC1=C(C(=O)N(C(C)C)C(C)C)CC(CC(=O)NC2CCCCC2)C(=O)N1CCC1=CCCCC1` (stereo not given) gave HEK293 tox -12%, GLP-1R inv ag inconclusive, IL-2 act 1.3, GLP1R ag 12%, EPAC1 ag -2%, PI5P4Ka inh 7, PLK1 PBD block -4%, EPAC1 antag -3% and PTHR1 ag inactive.
`Cc1ncc([N+](=O)[O-])n1CC(=O)N/N=C/c1ccccc1F` gave HEK293 tox 3%, GLP-1R inv ag 2%, IL-2 act 0.4, GLP1R ag -4%, EPAC1 ag -10%, PI5P4Ka inh -4, PLK1 PBD block -17%, EPAC1 antag -8% and PTHR1 ag -22%.

Screening data as filed in PubChem BioAssay.
